SRC1 inh: inhibitors of human steroid receptor coactivator 1 (SRC1); Q15788; inhibition, % at 3.6 µM; HEK293 GAL4-SRC1 luciferase reporter, luminescence; AID 588354; actives 0.12% (n = 360,000);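 active = inhibition above the campaign mean plus 3 SD, with each screening campaign given its own cutoff, cut at about 60% in these data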;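 also: 0% = DMSO treated cells and 100% = gossypol at 36 µM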
C8 TRAIL sens: caspase-8 TRAIL sensitization; NB7+C8 cells + TRAIL, ATPlite viability luminescence; inhibition (viability loss, TRAIL sensitization), % at 10 µM; actives 1% (n = 360,000);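 active = compounds causing at least 50% loss of cell viability in the single-dose screen, relative to plate controls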
TROY signal inh: inhibitors of TROY-dependent NF-kB signaling; Q293 LMP1-TROYcd NF-kB luciferase reporter, 4 h; inhibition, % at 10 µM; actives 0.98% (n = 360,000);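 active = compounds whose plate-normalised and pattern-corrected inhibition of the luciferase reporter signal at the single screening dose is 50% or more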
LMP1 NFkB inh: inhibitors of Epstein-Barr LMP1-induced NF-kappaB reporter; LMP1-induced NF-kappaB luciferase reporter cells, luminescence; inhibition, % at 12.5 µM; actives 0.69% (n = 350,000); AID 504558; in the data active = inhibition above about 41%;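 also: 0% = neutral control wells and 100% = reference inhibitor control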
NCOA2 inhibitor: human SRC2 (NCOA2) inhibition; Q15596; inhibition, % at 9 µM; actives 0.17% (n = 370,000); AID 651957; HEK293 GAL4-SRC2 luciferase reporter, luminescence;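 active = inhibition above the mean inhibition of all tested compounds plus 3 SD, set per campaign, cut at about 52% in these data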;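 also: 0% = DMSO treated cells and 100% = cells given Gossypol at 36 µM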
NCOA3 inh: inhibitors of human steroid receptor coactivator 3 (SRC3). Q9Y6Q9. inhibition, % at 3.6 µM. AID 588352. actives 0.17% (n = 360,000). HEK293 GAL4-SRC3 luciferase reporter, luminescence;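 active = inhibition above a per-campaign cutoff, the mean of all compounds plus 3 SD, cut at about 60% in these data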;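 also: 0% = DMSO-treated cells and 100% = gossypol-treated cells at 36 µM; higher means less SRC3-driven luciferase light from the GAL4 reporter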
TWEAK-Fn14 inh: TWEAK-Fn14 signaling inhibition | inhibition, % at 10 µM | actives 2% (n = 360,000) | TWEAK-stimulated Fn14 reporter cells, luciferase luminescence, 8 h; in the data active = inhibition above about 50%
TLR9-MyD88 block: inhibitors of human TLR9-MyD88 binding. Q9NR96+Q99836. CHO BLA complementation TLR9-MyD88, CCF4 FRET ratio. inhibition, % at 4.98 µM. actives 0.21% (n = 340,000). AID 504734;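 active = inhibition above the mean over all tested compounds plus 3 SD, cut at about 21% in these data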;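 also: 0% = DMSO only wells and 100% = clavulanate BLA inhibitor control wells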
COUP-TFII inh: NR2F2 (human) inhibition, primary screen; P24468; HEK293T NGFI-A luciferase reporter, luminescence; inhibition, % at 8.6 µM; actives 0.7% (n = 370,000);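 active = inhibition above a per-plate cutoff, mean inhibition of test wells between control levels plus 3 SD, cut at about 38% in these data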;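 also: cells cotransfected with COUP-TFII expression vector driving the NGFI-A reporter; 0% = median of COUP-TF2 test wells and 100% = reporter-only cells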
Target sequence (P24468 whole entry, looked up): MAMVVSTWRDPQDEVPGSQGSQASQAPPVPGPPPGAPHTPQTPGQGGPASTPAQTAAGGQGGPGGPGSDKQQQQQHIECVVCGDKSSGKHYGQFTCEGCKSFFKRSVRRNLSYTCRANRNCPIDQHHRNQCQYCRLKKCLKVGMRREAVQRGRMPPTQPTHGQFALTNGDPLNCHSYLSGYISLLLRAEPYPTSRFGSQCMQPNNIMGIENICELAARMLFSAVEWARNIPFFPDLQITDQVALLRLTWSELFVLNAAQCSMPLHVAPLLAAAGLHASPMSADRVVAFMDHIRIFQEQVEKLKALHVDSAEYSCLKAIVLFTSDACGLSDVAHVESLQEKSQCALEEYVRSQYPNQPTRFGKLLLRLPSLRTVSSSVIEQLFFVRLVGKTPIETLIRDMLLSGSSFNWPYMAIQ
NOD2-RIPK2 inh: NOD2-RIPK2 protein interaction inhibition; inhibition, % at 4.98 µM; actives 0.38% (n = 360,000); CHO BLA complementation NOD2-RIPK2, CCF4 ratio; O43353; in the data active = inhibition above about 21%;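 also: 0% = vehicle only and 100% = reference blocker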
Target sequence (O43353 whole entry, looked up): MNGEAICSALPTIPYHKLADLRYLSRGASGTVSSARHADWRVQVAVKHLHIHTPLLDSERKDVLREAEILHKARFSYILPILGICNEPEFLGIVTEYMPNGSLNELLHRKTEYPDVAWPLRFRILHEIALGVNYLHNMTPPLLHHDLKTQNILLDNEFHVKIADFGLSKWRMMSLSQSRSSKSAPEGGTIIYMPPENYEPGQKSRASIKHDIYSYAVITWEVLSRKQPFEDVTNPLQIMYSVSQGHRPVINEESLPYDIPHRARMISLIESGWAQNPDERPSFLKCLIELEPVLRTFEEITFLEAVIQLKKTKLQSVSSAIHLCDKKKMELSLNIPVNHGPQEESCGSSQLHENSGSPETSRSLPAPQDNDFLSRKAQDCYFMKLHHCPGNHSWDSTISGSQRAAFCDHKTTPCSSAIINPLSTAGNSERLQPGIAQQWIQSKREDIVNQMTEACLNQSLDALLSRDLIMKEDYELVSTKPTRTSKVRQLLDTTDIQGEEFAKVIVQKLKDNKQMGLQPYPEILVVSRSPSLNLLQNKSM
NR5A2 inv ag: NR5A2 inverse agonism in reporter assay | O00482 | actives 0.13% (n = 360,000) | HEK293T StAR-luciferase reporter, LRH-1 transfected, 24 h | inhibition, % at 3.6 µM;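 active = inhibition above the mean inhibition of all tested compounds plus 3 SD, cut at about 73% in these data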;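 also: 0% = DMSO wells and 100% = reporter-only cells lacking LRH-1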
* = called active by the depositor. A portion of the library; rates above refer to the full screens.

O=C(NC1CC2CCC(C1)N2Cc1nnnn1Cc1ccco1)NC12CC3CC(CC(C3)C1)C2 (centres undefined) was read as SRC1 inh -2, C8 TRAIL sens 5, TROY signal inh 1, LMP1 NFkB inh 8, NCOA2 inhibitor 4, NCOA3 inh 3, TWEAK-Fn14 inh -3, TLR9-MyD88 block 4, COUP-TFII inh 2, NOD2-RIPK2 inh 8 and NR5A2 inv ag 12.
`Brc1c(CSc2nncc3ccccc23)nc2ccccn12` gave SRC1 inh -8, C8 TRAIL sens 4, TROY signal inh -11, LMP1 NFkB inh -7, NCOA2 inhibitor -11, NCOA3 inh -11, TWEAK-Fn14 inh 3, TLR9-MyD88 block 16, COUP-TFII inh -9, NOD2-RIPK2 inh 4 and NR5A2 inv ag 1.
COc1cc2[nH]c(=O)n(CCCCCC(=O)NCCCN3CCC(C)CC3)c(=O)c2cc1OC was read as SRC1 inh -11, C8 TRAIL sens -2, TROY signal inh 2, LMP1 NFkB inh -1, NCOA2 inhibitor 6, NCOA3 inh -20, TWEAK-Fn14 inh 7, TLR9-MyD88 block -2, COUP-TFII inh 8, NOD2-RIPK2 inh -4 and NR5A2 inv ag 7.
`COc1cc(CN2CCNC(=O)C2CC(=O)N(C)CCN2CCOCC2)cc(OC)c1` (centres undefined) gave SRC1 inh -14, C8 TRAIL sens -1, TROY signal inh 10, LMP1 NFkB inh -9, NCOA2 inhibitor -5, NCOA3 inh 11, TWEAK-Fn14 inh -5, TLR9-MyD88 block -3, COUP-TFII inh -4, NOD2-RIPK2 inh -3 and NR5A2 inv ag -15.
COc1ccccc1/C=C(/C(=O)OCC(=O)Nc1ccc(N(C)C)cc1)c1ccccc1 was read as SRC1 inh -15, C8 TRAIL sens -9, TROY signal inh -14, LMP1 NFkB inh 4, NCOA2 inhibitor 1, NCOA3 inh -7, TWEAK-Fn14 inh -6, TLR9-MyD88 block 16, COUP-TFII inh -17, NOD2-RIPK2 inh 1 and NR5A2 inv ag 29.
Cc1ccc(C)c(NS(=O)(=O)c2ccc3c(c2)NC(=O)CCS3)c1 was read as SRC1 inh 11, C8 TRAIL sens 12, TROY signal inh 15, LMP1 NFkB inh 6, NCOA2 inhibitor -12, NCOA3 inh 9, TWEAK-Fn14 inh 0, TLR9-MyD88 block -2, COUP-TFII inh 2, NOD2-RIPK2 inh -12 and NR5A2 inv ag 11.
For COc1ccc(CNC(=O)CN(CCC(C)C)S(=O)(=O)c2ccc3c(c2)OCCO3)cc1 the results were SRC1 inh 14, C8 TRAIL sens -6, TROY signal inh 16, LMP1 NFkB inh 4, NCOA2 inhibitor -3, NCOA3 inh 7, TWEAK-Fn14 inh 11, TLR9-MyD88 block -1, COUP-TFII inh 5, NOD2-RIPK2 inh 6 and NR5A2 inv ag 0.
`O=C(NNC(=O)c1cnccc1C(F)(F)F)c1cccc(Cl)c1` gave SRC1 inh 18, C8 TRAIL sens 4, TROY signal inh -5, LMP1 NFkB inh -2, NCOA2 inhibitor 7, NCOA3 inh 23, TWEAK-Fn14 inh -13, TLR9-MyD88 block -3, COUP-TFII inh 5, NOD2-RIPK2 inh 4 and NR5A2 inv ag 12.
`CN(C)CCn1c2c(c(SCC(=O)Nc3ccccc3)nc1=O)CCCC2` gave SRC1 inh -8, C8 TRAIL sens -3, TROY signal inh -13, LMP1 NFkB inh -6, NCOA2 inhibitor -12, NCOA3 inh -16, TWEAK-Fn14 inh -9, TLR9-MyD88 block 9, COUP-TFII inh 1, NOD2-RIPK2 inh -2 and NR5A2 inv ag -21.
For O=C(COC(=O)Cc1ccc(Cl)cc1)Nc1ccc(OC(F)F)cc1 the results were SRC1 inh 0, C8 TRAIL sens -10, TROY signal inh 4, LMP1 NFkB inh -1, NCOA2 inhibitor 2, NCOA3 inh 12, TWEAK-Fn14 inh 4, TLR9-MyD88 block -4, COUP-TFII inh 11, NOD2-RIPK2 inh -4 and NR5A2 inv ag 2.
Screening O=C1c2ccccc2S(=O)(=O)N1CC1CC(c2ccccc2)=NO1 (centres undefined) returned SRC1 inh -77, C8 TRAIL sens 18, TROY signal inh -89, LMP1 NFkB inh -18, NCOA2 inhibitor -69, NCOA3 inh -88, TWEAK-Fn14 inh 0, TLR9-MyD88 block -11, COUP-TFII inh -15, NOD2-RIPK2 inh -6 and NR5A2 inv ag -110.
`CC[C@@]12C(=O)N(c3cccc(Cl)c3)C(=O)N1[C@H](c1ccc(Br)cc1)[C@@H]1C(=O)N(C(C)(C)C)C(=O)[C@@H]12` gave SRC1 inh 0, C8 TRAIL sens 1, TROY signal inh -5, LMP1 NFkB inh 6, NCOA2 inhibitor 8, NCOA3 inh 4, TWEAK-Fn14 inh 13, TLR9-MyD88 block -1, COUP-TFII inh 2, NOD2-RIPK2 inh 2 and NR5A2 inv ag 1.
For O=C(NN=Cc1ccc(Cl)cc1Cl)c1ccccc1 the results were SRC1 inh -89, C8 TRAIL sens 17, TROY signal inh -52, LMP1 NFkB inh -41, NCOA2 inhibitor -49, NCOA3 inh -139, TWEAK-Fn14 inh -11, TLR9-MyD88 block 1, COUP-TFII inh -50, NOD2-RIPK2 inh 1 and NR5A2 inv ag -141.
CN(C(=O)COc1ccc(Cl)cc1Cl)c1nnc(C23CC4CC(CC(C4)C2)C3)s1 was read as SRC1 inh 6, C8 TRAIL sens 13, TROY signal inh 4, LMP1 NFkB inh -3, NCOA2 inhibitor 10, NCOA3 inh -3, TWEAK-Fn14 inh 10, TLR9-MyD88 block -3, COUP-TFII inh 9, NOD2-RIPK2 inh 0 and NR5A2 inv ag -2.
COc1ccc(CNC(=O)CN=C2NC(=O)C(c3ccccc3)(c3ccccc3)N2)cc1 was read as SRC1 inh -12, C8 TRAIL sens 8, TROY signal inh -33, LMP1 NFkB inh 5, NCOA2 inhibitor -5, NCOA3 inh -3, TWEAK-Fn14 inh -15, TLR9-MyD88 block -3, COUP-TFII inh 5, NOD2-RIPK2 inh -9 and NR5A2 inv ag -13.
`CCO/N=C/c1ccc(OC)c(Oc2nc(OC)cc(OC)n2)c1` gave SRC1 inh 7, C8 TRAIL sens 12, TROY signal inh -2, LMP1 NFkB inh -1, NCOA2 inhibitor 3, NCOA3 inh 17, TWEAK-Fn14 inh 18, TLR9-MyD88 block -3, COUP-TFII inh 0, NOD2-RIPK2 inh 6 and NR5A2 inv ag -5.
CCOc1cc(C=O)cc(Br)c1OCC(N)=O was read as SRC1 inh -6, C8 TRAIL sens -1, TROY signal inh -9, LMP1 NFkB inh 8, NCOA2 inhibitor -29, NCOA3 inh 8, TWEAK-Fn14 inh 1, TLR9-MyD88 block 8, COUP-TFII inh -8, NOD2-RIPK2 inh 1 and NR5A2 inv ag -19.
Cn1c(N)c(C(=O)COC(=O)C2(c3ccc(Cl)cc3)CCCC2)c(=O)n(C)c1=O was read as SRC1 inh 2, C8 TRAIL sens -2, TROY signal inh 23, LMP1 NFkB inh 1, NCOA2 inhibitor -16, NCOA3 inh 6, TWEAK-Fn14 inh 37, TLR9-MyD88 block -2, COUP-TFII inh -4, NOD2-RIPK2 inh 1 and NR5A2 inv ag 4.
For COc1ccc(-c2[nH]ncc2CNCCn2cccn2)c(F)c1 the results were SRC1 inh 8, C8 TRAIL sens -1, TROY signal inh 9, LMP1 NFkB inh 3, NCOA2 inhibitor -7, NCOA3 inh 13, TWEAK-Fn14 inh -4, TLR9-MyD88 block 1, COUP-TFII inh -11, NOD2-RIPK2 inh -7 and NR5A2 inv ag 14.
Screening c1ccc(-n2cc(CN3CCC(N4CCOCC4)CC3)c(-c3ccc4c(c3)OCO4)n2)cc1 returned SRC1 inh -4, C8 TRAIL sens -1, TROY signal inh -16, LMP1 NFkB inh -7, NCOA2 inhibitor -19, NCOA3 inh -1, TWEAK-Fn14 inh -24, TLR9-MyD88 block 4, COUP-TFII inh -10, NOD2-RIPK2 inh 12 and NR5A2 inv ag -20.
c1cncc(CNC2CCCc3ccccc32)c1 (centres undefined) was read as SRC1 inh 30, C8 TRAIL sens 13, TROY signal inh -8, LMP1 NFkB inh 4, NCOA2 inhibitor -1, NCOA3 inh 17, TWEAK-Fn14 inh -4, TLR9-MyD88 block -2, COUP-TFII inh -7, NOD2-RIPK2 inh -20 and NR5A2 inv ag 12.
`CCC1([N+](=O)[O-])COC(c2ccc(Cl)cc2)OC1` (centres undefined) gave SRC1 inh -3, C8 TRAIL sens -18, TROY signal inh -15, LMP1 NFkB inh -14, NCOA2 inhibitor -9, NCOA3 inh 4, TWEAK-Fn14 inh 6, TLR9-MyD88 block -10, COUP-TFII inh 8, NOD2-RIPK2 inh 1 and NR5A2 inv ag -2.
For COc1ccc(/C=C2\SC(=S)N(CCCC(=O)NC3CCCC3)C2=O)cc1OC the results were SRC1 inh -16, C8 TRAIL sens -1, TROY signal inh -12, LMP1 NFkB inh 23, NCOA2 inhibitor 3, NCOA3 inh 16, TWEAK-Fn14 inh -5, TLR9-MyD88 block -6, COUP-TFII inh 6, NOD2-RIPK2 inh -18 and NR5A2 inv ag 0.
For CC(C)(C#CCN1CCCC1)OCCC#N the results were SRC1 inh -11, C8 TRAIL sens 8, LMP1 NFkB inh -2, NCOA2 inhibitor -7, NCOA3 inh -3, TWEAK-Fn14 inh -3, TLR9-MyD88 block 3, COUP-TFII inh -3, NOD2-RIPK2 inh 3 and NR5A2 inv ag 9.
For COc1cccc(S(=O)(=O)N2CCOCC2)c1 the results were SRC1 inh 11, C8 TRAIL sens 14, TROY signal inh -5, LMP1 NFkB inh 10, NCOA2 inhibitor -2, NCOA3 inh -1, TWEAK-Fn14 inh -3, TLR9-MyD88 block 7, COUP-TFII inh 4, NOD2-RIPK2 inh -14 and NR5A2 inv ag -16.
For COc1cccc(S(=O)(=O)Nc2ccc(C(=O)NCc3ccco3)cc2)c1 the results were SRC1 inh 1, C8 TRAIL sens -9, TROY signal inh -5, LMP1 NFkB inh -7, NCOA2 inhibitor 10, NCOA3 inh -4, TWEAK-Fn14 inh -27, TLR9-MyD88 block 11, COUP-TFII inh 5, NOD2-RIPK2 inh -4 and NR5A2 inv ag 15.
Screening Cc1ccnc(NC(=O)c2ccc(S(=O)(=O)NCc3ccco3)cc2)c1 returned SRC1 inh -10, C8 TRAIL sens 14, TROY signal inh 9, LMP1 NFkB inh -1, NCOA2 inhibitor -16, NCOA3 inh -1, TWEAK-Fn14 inh 15, TLR9-MyD88 block 4, COUP-TFII inh -25, NOD2-RIPK2 inh -4 and NR5A2 inv ag -13.
For CC(OC(=O)CSc1ccc([N+](=O)[O-])cc1)C(=O)NC1CC1 (centres undefined) the results were SRC1 inh -7, C8 TRAIL sens -10, TROY signal inh 2, LMP1 NFkB inh 1, NCOA2 inhibitor 18, NCOA3 inh -13, TWEAK-Fn14 inh -9, TLR9-MyD88 block -5, COUP-TFII inh -10, NOD2-RIPK2 inh -15 and NR5A2 inv ag 9.
`COc1cc(C(=O)Nc2cccc(S(=O)(=O)N3CCCC3)c2)cc(OC)c1C` gave SRC1 inh -4, C8 TRAIL sens -8, TROY signal inh 19, LMP1 NFkB inh 1, NCOA2 inhibitor -9, NCOA3 inh 13, TWEAK-Fn14 inh 15, TLR9-MyD88 block -4, COUP-TFII inh -10, NOD2-RIPK2 inh -9 and NR5A2 inv ag -10.
